# M17LAP inhibition: P. falciparum M17LAP inhibitors, primary screen, biochemical, fluorogenic H-Leu-NHMec substrate, 1536-well (AID 1619). recombinant M17LAP, H-Leu-NHMec fluorogenic kinetic assay; higher % means a stronger effect. inhibition, % at 30 µM, or IC50 in µM where a hit was titrated. 0.38% of 220,000 active;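 active = compound inhibiting the enzyme by more than half at any dose during confirmatory dose-response retesting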;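 note: plate controls were full reaction with DMSO carrier for no effect and no enzyme background for full effect; strong numbers were not always called active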
# AID2073: inhibitors of Mint1-CaV2.2 protein interaction, biochemical, HTRF (AID 2073); HTRF protein-protein interaction, Mint1-CaV2.2; higher % means a stronger effect; inhibition, % at 20 µM, or IC50 in µM where a hit was titrated; 0.19% of 290,000 active; in the data active = inhibition mostly above about 51%, no sharp cut-off; note: some results filed as inactive read as strong as hits
# LYP inhibition: inhibitors of LYP phosphatase, biochemical, fluorescence intensity, uHTS (AID 1779); recombinant LYP phosphatase, fluorescence intensity; higher % means a stronger effect; one-dose inhibition, % at 11.5 µM; IC50 in µM for titrated hits; 0.054% of 290,000 active;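 note: plate controls were vehicle with enzyme for no effect and no enzyme for full effect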
# Dynein cargo inh: blocks dynein driven cargo transport along microtubules; 0.47% of 220,000 active; AID 1381; 3617.4 mouse cells, GR-EGFP nuclear translocation imaging; test concentration mostly 20 µM; stimulated with dexamethasone, 1 µM; hits give low values; z-score, hits read low;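 active = plate z-score of nuclear minus cytoplasmic receptor signal below a set negative limit, without overly bright fluorescence or cell loss, cut at about -3.5 in these data, passing the limit was not always enough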;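 note: z-score of nuclear minus cytoplasmic ring GR-EGFP intensity difference per well; some compounds called inactive have numbers as strong as hits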
#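 Medium: Induction medium lacking tetracycline, stripped serum | Probe or stimulus: 1.0 µM final dexamethasone stimulus | Schedule: 48 h induction, then 1 h compound, then 30 min agonist, 37 °C | Signal: Automated 10x imaging of fixed Hoechst-stained cells | Evaluation: Per-cell GR-EGFP intensity, nucleus versus surrounding cytoplasmic ring, well-averaged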
# P. falciparum M1AAP: P. falciparum M1AAP inhibitors, biochemical, fluorogenic H-Leu-NHMec substrate, 1536-well (AID 1445); one-dose inhibition, % at 30 µM; IC50 in µM for titrated hits; 0.42% of 220,000 active; recombinant M1AAP, H-Leu-NHMec fluorogenic kinetic assay; higher % means a stronger effect;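 active = primary inhibition above the hit cutoff, then over 50% inhibition at one or more dose response concentrations, cut at about 23% in these data, passing the limit was not always enough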;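 note: plate controls were DMSO full reaction for no effect and no enzyme background for full effect; strong numbers were not always called active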
# XIAP displacement: XIAP antagonists, biochemical, IAP family, fluorescence polarization (AID 1018). XIAP BIR domain, fluorescence polarization peptide displacement; higher % means a stronger effect. one-dose displacement, % at 20 µM; IC50 in µM for titrated hits. 0.007% of 200,000 active; in the data active = displacement above about 50%; note: a part of the inactive calls stands beside numbers as strong as those of hits
# human PMI inhibitors: MPI inhibition at elevated mannose 6-phosphate – biochemical, fluorescence intensity, high mannose 6-phosphate, primary screen (AID 1220) | recombinant PMI enzyme, coupled fluorescence intensity; higher % means a stronger effect | inhibition, % at 20 µM, or IC50 in µM where a hit was titrated | 0.66% of 190,000 active
# SIAH1 antagonists: Siah-1 peptide-binding antagonists, primary screen, biochemical, fluorescence polarization, rhodamine-plectin, uHTS (AID 1817); Siah-1 / rhodamine-plectin peptide fluorescence polarization; higher % means a stronger effect; one-dose displacement, % at 20 µM; IC50 in µM for titrated hits; 0.02% of 290,000 active;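 active = displacement of at least 50% at 20 µM, with a fluorescence ratio check between 0.3 and a set limit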;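 note: plate controls were Siah plus tracer with DMSO for no effect and tracer alone without Siah for full effect; strong numbers were not always called active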
# human PMI inhibition: inhibitors of human PMI, primary screen, biochemical, fluorescence intensity, coupled assay (AID 1209); purified PMI enzyme, coupled fluorescence intensity; higher % means a stronger effect; 0.42% of 190,000 active; inhibition, % at 20 µM; hits with a dose series show IC50 in µM;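 note: plate controls were DMSO vehicle for no effect and wells lacking substrate for full effect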
# Dynein cargo inh cytoplasmic EGFP: recorded beside Dynein cargo inh, whose call it bears; z-score; measured here: cytoplasmic GR-EGFP intensity; hits give high values
# Dynein cargo inh nuclear GR-EGFP: recorded beside Dynein cargo inh, whose call it bears; z-score; measured here: nuclear GR-EGFP intensity;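 lower value marks the stronger effect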
# Dynein cargo inh cell count: recorded beside Dynein cargo inh, whose call it bears; z-score; measured here: cell count per field
# * = called active by the depositor; . = not tested or not shown. Cut-off read from the data, not from the text of the source, unless noted: active = inhibition above about 50%; inactive = the rest.
SMILES,M17LAP inhibition,AID2073,LYP inhibition,Dynein cargo inh,Dynein cargo inh cytoplasmic EGFP,Dynein cargo inh nuclear GR-EGFP,Dynein cargo inh cell count,P. falciparum M1AAP,XIAP displacement,human PMI inhibitors,SIAH1 antagonists,human PMI inhibition
Cc1ccc(SCc2ccc(C(=O)Nc3cccc([N+](=O)[O-])c3C)cc2)cc1,-5%,50%,-6%,0.034,-0.2,0.48,0.81,2%,-5.3%,7%,0%,7%
O=S(=O)(Cc1ccc(Cl)cc1)c1ccccc1-c1nnc(-c2ccccc2)o1,-5%,12%,-3%,0.79,-0.19,-0.23,0.2,8%,-1.6%,12%,-3%,-1%
Cc1nn(C(C)C(=O)O)c(=O)c2c1sc1ccccc12 (stereo unspecified),36%,6%,-8%,1.3,1.7,1.1,-1.9,10%,-3.6%,2%,-7%,-13%
CCC(=O)n1nc(NCc2ccccc2OC)nc1NCc1ccccc1OC,-8%,6%,20%,-1.5,-0.22,-0.67,-0.23,-2%,-2.2%,4%,0%,10%
O=C(Nc1nnc(CCN2CCOCC2)s1)C1CCCCC1,12%,13%,-4%,-0.38,0.022,0.41,0.2,16%,-5.2%,-6%,1%,0%
Cc1cc(Nc2ccccc2)nn1C(=O)c1ccc([N+](=O)[O-])cc1,13%,4%,0%,-0.28,0.077,-0.46,-2.5,-2%,-1.6%,7%,7%,3%
S=C(NCc1ccccn1)Nc1ccccc1Cl,3%,-21%,0%,0.17,-0.2,0.15,-0.11,-1%,-4.9%,-1%,4%,10%
O=C(NN1C(=O)c2ccccc2NC1c1ccoc1)c1ccc([N+](=O)[O-])cc1 (stereo unspecified),4%,20%,-4%,-0.5,-0.27,-0.24,0.62,4%,0.6%,-12%,7%,-6%
COc1ccc2nc(NC(=O)CCN3C(=O)c4ccccc4C3=O)sc2c1,2%,-3%,1%,-0.93,-0.17,-0.7,1.3,-2%,-3.3%,9%,2%,7%
CC(=O)c1c(C)[nH]c(C(=O)OCC(=O)c2c(N)n(C)c(=O)n(C)c2=O)c1C,-6%,15%,-3%,0.74,-0.26,0.88,-0.88,0%,-6.4%,7%,1%,7%
O=C(CCN1C(=O)c2ccccc2C1=O)CN1CCOCC1,-1%,-10%,-8%,-0.28,-0.27,0.059,0.53,-3%,-14%,0%,17%,7%
CC(/C=C/c1ccc2c(c1)OCO2)=N\NC(=O)c1cccc([N+](=O)[O-])c1,7%,-11%,-6%,-0.076,-0.18,-0.13,0.75,5%,-4.6%,-8%,3%,-9%
Cc1ccc(-c2csc3ncnc(Cl)c23)cc1,3%,-9%,-10%,-1.4,0.65,-0.91,-1.2,3%,-59%,6%,1%,-2%
O=C(NC(=S)Nc1cc(-c2nc3ccccc3[nH]2)ccc1Cl)c1ccc2c(c1)OCO2,5%,-4%,5%,0.55,-0.12,0.52,-0.55,12%,-7.0%,4%,1%,13%
O=C1CC(N2CCOCC2)=NN1c1ccc([N+](=O)[O-])cc1,8%,12%,0%,1.1,-0.15,0.42,-0.76,10%,.,.,3%,.
N#Cc1c(F)cccc1N1CCOCC1,-3%,34%,-9%,0.46,-0.34,0.075,0.12,2%,-3.3%,-11%,-3%,-4%
O=C(CC1Sc2ccccc2NC1=O)OC(C(=O)NCCc1ccccc1)c1cccnc1 (stereo unspecified),6%,-9%,-2%,-1.1,-0.25,-1.3,1.1,3%,-3.2%,3%,1%,3%
CCCc1cc(C(=O)Nc2cc(OC)c(Cl)cc2OC)no1,3%,2%,4%,-1,-0.25,-0.51,0.79,-1%,-2.5%,10%,0%,8%
O=C(CSc1nc2ccsc2c(=O)n1Cc1ccccc1)NCc1ccco1,4%,-2%,3%,-1.1,1.7,-0.19,0.87,-1%,-4.1%,16%,3%,12%
CCCCn1nnc(NC(=O)CC23CC4CC(CC(C4)C2)C3)n1,1%,0%,8%,0.87,-0.26,-0.37,0.066,-4%,-1.9%,2%,3%,8%
Clc1ccc(CSc2nnc([C@@H]3CCCN3)o2)cc1,4%,1%,0%,0.0021,-0.23,-0.62,-0.59,0%,-4.8%,4%,2%,-9%
COc1ccc(NC(=O)c2c(-c3ccccc3Cl)noc2C)c(OC)c1,4%,2%,-5%,-0.13,-0.22,0.49,0.069,5%,0.0%,-3%,5%,-5%
CCOC1=NS(=O)(=O)c2ccccc21,4%,-3%,-2%,0.56,-0.23,0.32,0.85,6%,-11%,-12%,2%,-6%
Cc1cc2c(c(=O)o1)C(Cc1ccccc1)C(C#N)=C(N)O2 (stereo unspecified),-14%,25%,-7%,-1.2,-0.18,-0.69,1.4,0%,-3.2%,-10%,1%,-9%
O=C(Cn1cc(C(=O)c2cccs2)c2ccccc21)NCc1ccc2c(c1)OCO2,-1%,11%,-3%,-0.19,-0.19,0.098,0.047,8%,-2.1%,2%,2%,10%
CCN(CC)CCN1c2ccccc2Sc2ccc3ccccc3c21,2%,0%,-4%,0.42,-0.18,0.17,0.039,4%,.,.,3%,.
COc1ccccc1-c1cc(C(F)(F)F)nc(S(=O)(=O)CCCC(=O)N2CCCCC2C)n1 (stereo unspecified),-5%,-6%,-4%,-5.8*,1.5*,-2.7*,-0.34*,7%,-1.0%,-3%,6%,1%
CC(=O)/C(=N\Nc1ccccc1Cl)Sc1cccc2cccnc12,-8%,-7%,-1%,1.6,-0.16,0.88,-1.3,0%,-7.0%,15%,-1%,13%
CC(C)NC(=O)NNC(=O)c1nn(-c2ccc(F)cc2)ccc1=O,-5%,-2%,-6%,0.026,-0.2,-0.38,-0.042,-4%,.,.,3%,.
COc1ccc(C(N)=S)c(OC)c1,16%,-16%,-2%,-0.58,1.8,-0.46,0.47,9%,-12%,-10%,0%,6%
COC(=O)c1c(-c2ccc(F)cc2)csc1NC(=O)c1ccco1,34%,15%,4%,-0.43,-0.1,0.081,0.31,0%,-8.0%,16%,-7%,20%
COc1ccc(C2c3c(ccc4ccccc34)Oc3ncn4nc(-c5ccco5)nc4c32)cc1OC (stereo unspecified),-3%,15%,-1%,-0.56,-0.26,-0.26,0.017,1%,-4.4%,2%,4%,16%
Cc1ccc(OCCSc2nnc(NC(=O)c3ccco3)s2)cc1,-8%,7%,-6%,-0.85,-0.17,-0.49,0.78,5%,-1.0%,8%,2%,6%
CCOC(=O)C(=CNc1cc(Cl)c(-c2ccco2)c(Cl)c1)C(=O)OCC,7%,5%,1%,0.63,-0.21,0.48,-0.31,8%,.,.,-3%,.
Cc1ccc(N(C(=O)c2csnn2)C(C(=O)NC(C)(C)C)c2ccncc2)cc1 (stereo unspecified),8%,-14%,-3%,-1.1,-0.029,-0.73,1.5,-1%,-0.1%,-4%,5%,-4%
CCc1ccc(/C=N/NC(=O)c2c[nH]c3ccccc23)s1,11%,-4%,-5%,0.29,-0.24,0.14,-0.62,20%,-8.1%,4%,-4%,7%
O=C(COC(=O)CCOc1ccccc1)Nc1ccc(Cl)cn1,1%,12%,-7%,-0.86,0.92,-0.058,-0.2,3%,-4.2%,9%,6%,4%
Cc1nnc(SCC(=O)N2CCC(C(N)=O)CC2)s1,2%,6%,-1%,0.11,-0.24,-0.078,0.67,5%,-8.8%,5%,2%,0%
CCc1ccc(Nc2nnc(SCC(=O)Nc3cccnc3Cl)s2)cc1,4%,-3%,-4%,-0.061,-0.19,0.069,0.15,3%,-8.0%,16%,9%,10%
N#Cc1nc(-c2ccc(F)cc2)oc1NCCCn1ccnc1,-4%,24%,-5%,-0.075,-0.27,0.25,-0.61,9%,-6.5%,-9%,1%,-5%

# Shown with tabs: three of the compounds above.
mol	M17LAP inhibition	AID2073	LYP inhibition	Dynein cargo inh	Dynein cargo inh cytoplasmic EGFP	Dynein cargo inh nuclear GR-EGFP	Dynein cargo inh cell count	P. falciparum M1AAP	XIAP displacement	human PMI inhibitors	SIAH1 antagonists	human PMI inhibition
CCc1ccc(/C=N/NC(=O)c2c[nH]c3ccccc23)s1	11%	-4%	-5%	0.29	-0.24	0.14	-0.62	20%	-8.1%	4%	-4%	7%
O=C(COC(=O)CCOc1ccccc1)Nc1ccc(Cl)cn1	1%	12%	-7%	-0.86	0.92	-0.058	-0.2	3%	-4.2%	9%	6%	4%
Cc1nnc(SCC(=O)N2CCC(C(N)=O)CC2)s1	2%	6%	-1%	0.11	-0.24	-0.078	0.67	5%	-8.8%	5%	2%	0%

# Next section
SMILES,M17LAP inhibition,AID2073,LYP inhibition,Dynein cargo inh,Dynein cargo inh cytoplasmic EGFP,Dynein cargo inh nuclear GR-EGFP,Dynein cargo inh cell count,P. falciparum M1AAP,XIAP displacement,human PMI inhibitors,SIAH1 antagonists,human PMI inhibition
NC(=O)N(CCC(=O)O)c1ccccc1,4%,29%,-5%,-1.1,-0.11,-0.95,1.4,-1%,-6.1%,5%,23%,17%
COc1cccc(-c2nn(-c3ccccc3)cc2CN2CCCO2)c1,-3%,-4%,-2%,0.28,-0.25,0.0066,0.23,-2%,-2.8%,8%,6%,9%
Cc1ccccc1-c1cccc([C@@H]2C[C@H]3CN(Cc4cccnc4)C(=O)[C@]34CCCN24)c1,-1%,7%,-3%,-0.76,-0.19,-0.24,0.23,1%,-4.0%,1%,4%,6%
CCOc1ccc(N(CC(=O)NC2CCCCCC2)S(=O)(=O)c2c(C)noc2C)cc1,-9%,-4%,-3%,-0.86,-0.25,-0.51,0.25,2%,-3.2%,5%,-4%,-5%
CCOc1ccc(N/C(=N/c2nc(C)cc(C)n2)NC(C)=O)cc1,-3%,1%,0%,0.35,-0.77,-0.14,-0.12,-2%,.,.,-4%,.
CCc1ccc(C(=O)/C=C/c2ccc([N+](=O)[O-])o2)cc1,0%,5%,-2%,-1.5,0.74,-0.43,-0.58,8%,-0.2%,-12%,2%,5%
COC(=O)C(CCSC)NC(=O)c1cccc([N+](=O)[O-])c1 (stereo unspecified),-21%,4%,-4%,1.1,-0.14,0.27,-0.15,1%,2.2%,4%,6%,4%
CCc1ccccc1N1C(=O)c2ccccc2S1(=O)=O,6%,2%,-3%,-0.74,0.21,-0.085,0.7,1%,-4.4%,2%,-6%,-2%
COc1cccc(/C=N/n2cncn2)c1OCC#N,0%,12%,2%,-0.14,0.55,0.38,-0.083,3%,-3.4%,10%,2%,11%
CCOC(=O)N1CCN(C(=O)COc2cccc3c2CCN(CC)C3=O)CC1,-3%,11%,-7%,-0.33,-0.18,-0.14,0.29,5%,1.2%,1%,1%,-2%
CC(C)[C@H](NC(=O)NC1CCCC1)C(=O)O,10%,7%,-14%,-0.38,-0.19,0.066,-0.13,-1%,-6.8%,6%,4%,7%
CC(C)Oc1ccc(C(=O)Nc2ccccc2N2CCCC2)cc1,2%,-1%,0%,-0.74,0.32,-0.043,0.46,-1%,-4.7%,-26%,6%,-15%

# Bioassay records from PubChem BioAssay.
